# V1aR counter: V1a receptor agonism, counter-screen for OXTR agonists. P37288. CHO-V1R cells, Fluo-8 calcium fluorescence, agonist mode; 0% DMSO, 100% 3 nM vasopressin. activation, % at 3 µM. 320,000 compounds, 0.25% hits;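 active = activation above the mean activation of all tested compounds plus 3 SD, per screening run, cut at about 20% in these data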;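 note: signal is peak over basal fluorescence ratio across a 100 second FLIPR read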
# Target sequence (P37288 whole entry, looked up): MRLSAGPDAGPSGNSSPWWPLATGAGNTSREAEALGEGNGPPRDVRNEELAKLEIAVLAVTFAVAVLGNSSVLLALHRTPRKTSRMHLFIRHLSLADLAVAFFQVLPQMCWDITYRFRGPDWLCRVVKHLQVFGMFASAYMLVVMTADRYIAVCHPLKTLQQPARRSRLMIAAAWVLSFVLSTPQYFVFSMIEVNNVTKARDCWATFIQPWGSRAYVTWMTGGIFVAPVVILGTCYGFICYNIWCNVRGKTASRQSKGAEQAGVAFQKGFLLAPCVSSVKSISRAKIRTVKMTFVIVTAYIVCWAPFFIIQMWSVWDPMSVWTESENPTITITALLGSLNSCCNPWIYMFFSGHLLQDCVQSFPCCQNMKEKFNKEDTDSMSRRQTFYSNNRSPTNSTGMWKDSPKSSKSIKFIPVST
# IMP-1 inhibitor: inhibitors of Pseudomonas aeruginosa IMP-1 metallo-beta-lactamase. purified IMP-1, nitrocefin hydrolysis, epi-absorbance fluorescence. inhibition, % at 5.6 µM. 290,000 compounds, 0.45% hits;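 active = inhibition above the mean plus 3 SD of all compounds in the same screening run, cut at about 4.5% in these data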;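 note: 0% = IMP-1 with DMSO and 100% = DMSO wells lacking enzyme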
#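 System: purified recombinant IMP-1 beta-lactamase. Medium: Zinc- and detergent-supplemented HEPES buffer, pH 7.1. Compound: one 5.6 µM dose […]. Schedule: 15 min preincubation plus 25 min reaction at 25 °C. Technique: Epi-absorbance fluorescence, 480 nm excitation, 530 nm emission.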
# VIM-2 inh: inhibitors of Pseudomonas aeruginosa VIM-2 metallo-beta-lactamase; 290,000 compounds, 0.89% hits; AID 1527; inhibition, % at 5.6 µM; purified VIM-2, nitrocefin hydrolysis, epi-absorbance fluorescence;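 active = inhibition above the mean of all tested compounds plus 3 SD, cutoff set per screening run, cut at about 7.5% in these data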;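 note: red hydrolysis product quenches plate fluorescence so inhibitors raise well fluorescence; 0% = enzyme with DMSO and 100% = DMSO without enzyme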
# GPR7 antagonist: human neuropeptides B/W receptor 1 antagonism; P48145; GPR7-expressing cells, fluorescence antagonist assay; inhibition, % at 4.4 µM; 290,000 compounds, 1.1% hits; in the data active = inhibition above about 16%, passing the limit was not always enough;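 note: cells stimulated with the agonist NPW; 0% = agonist with vehicle and 100% = vehicle without agonist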
# PHOSPHO1 block: blocks human PHOSPHO1 phosphatase activity. Q8TCT1. recombinant PHOSPHO1, absorbance phosphatase assay. inhibition, % at 13.3 µM. 290,000 compounds, 1.1% hits. AID 1565; in the data active = inhibition above about 60%
# Target sequence (Q8TCT1 whole entry, looked up): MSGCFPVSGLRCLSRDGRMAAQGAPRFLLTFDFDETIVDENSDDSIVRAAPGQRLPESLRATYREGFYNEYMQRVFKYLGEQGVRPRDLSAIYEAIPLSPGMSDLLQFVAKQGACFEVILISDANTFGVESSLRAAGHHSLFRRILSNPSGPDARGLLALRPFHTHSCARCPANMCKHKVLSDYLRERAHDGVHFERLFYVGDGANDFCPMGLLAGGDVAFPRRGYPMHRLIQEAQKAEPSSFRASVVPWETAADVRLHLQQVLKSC
# DNA FID counter: counter-screen for HCV NS3 helicase inhibitors: DNA intercalator displacement | DNA fluorescent intercalator displacement, fluorescence | inhibition, % at 7.9 µM | 290,000 compounds, 0.17% hits; in the data active = inhibition above about 37%;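 note: 0% = vehicle and 100% = reference compound; higher means more ethidium bromide displaced from hairpin DNA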
# HCV NS3 hel inh: inhibitors of Hepatitis C virus NS3 helicase. NS3 helicase DNA unwinding, Cy5 molecular beacon fluorescence. 290,000 compounds, 0.56% hits. inhibition, % at 10.9 µM;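 active = inhibition above the mean of all tested compounds plus 3 SD, set per campaign, cut at about 35% in these data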;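 note: 0% = DMSO wells and 100% = thioflavine S control wells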
#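 System: HCV NS3 helicase fragment; control set: DMSO and thioflavine S; technique: Cy5 fluorescence at 0 and 60 min, beacon hairpin quenching; reagent: beacon DNA duplex substrate plus ATP; replicates: singlicate; schedule: 1 h reaction at 25 °C, ATP-initiated; medium: MOPS buffer pH 6.5 with MgCl2, DTT, Tween20, BSA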
# GalR3 antagonist: antagonists of human GalR3; O60755; HEK293 GalR3-CNG cAMP membrane potential fluorescence; galR3 body fused to GalR1 C-terminus; inhibition, % at 3 µM; 360,000 compounds, 0.44% hits;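 active = inhibition above the screen-wide average plus 3 SD, cut at about 13% in these data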;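 note: forskolin and galanin both at EC90 stimulate the cells; cAMP rise reported by CNG channel membrane potential dye signal; 0% = forskolin plus galanin with DMSO and 100% = forskolin alone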
# OXTR agonist: activates the human oxytocin receptor; activation, % at 3 µM; CHO-OTR cells, Fluo-8 calcium fluorescence; normalized: DMSO 0%, oxytocin 100%; 320,000 compounds, 0.32% hits; P30559;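 active = activation above the mean of all tested compounds plus 3 SD, cutoff set per screening run, cut at about 20% in these data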;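 note: peak over basal fluorescence ratio from a 100 s FLIPR kinetic read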
# Target sequence (P30559 whole entry, looked up): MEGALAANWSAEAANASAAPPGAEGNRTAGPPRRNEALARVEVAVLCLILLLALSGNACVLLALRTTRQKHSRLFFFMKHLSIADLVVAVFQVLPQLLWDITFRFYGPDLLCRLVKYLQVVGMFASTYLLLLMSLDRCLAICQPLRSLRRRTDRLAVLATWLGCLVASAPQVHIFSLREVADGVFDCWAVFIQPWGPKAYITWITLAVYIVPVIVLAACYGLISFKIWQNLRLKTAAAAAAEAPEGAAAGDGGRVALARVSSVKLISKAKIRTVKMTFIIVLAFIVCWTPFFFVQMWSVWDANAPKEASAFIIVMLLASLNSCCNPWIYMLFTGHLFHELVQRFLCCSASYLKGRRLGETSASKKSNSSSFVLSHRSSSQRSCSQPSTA
# An asterisk follows results filed as active; / = not tested or not shown.
# Each structure is followed by: V1aR counter	IMP-1 inhibitor	VIM-2 inh	GPR7 antagonist	PHOSPHO1 block	DNA FID counter	HCV NS3 hel inh	GalR3 antagonist	OXTR agonist
1	COc1ccc(C(=O)NNC(=S)NC(=O)/C=C/c2cccs2)cc1
 : 1.2	-3.6	-3.2	-3	90*	-7	0	-6	3.3
2	COC(=O)c1c(NC(=O)c2ccco2)sc(C(=O)N(C)C)c1C
 : 0.8	0.9	12*	-13	-8	-18	21	2	-0.9
3	O=C1CCC(C(=O)N2CCCCO2)CN1Cc1cccc(C(F)(F)F)c1 (stereo unspecified)
 : /	-1.7	-3.8	4	26	-27	5	-1	/
4	CCOc1c(OC(C)=O)ccc(/C=C/c2ccc3cccc(OC(C)=O)c3n2)c1[N+](=O)[O-]
 : -0.1	-1.6	-4.1	-9	43	-4	4	/	-0.2
5	COc1ccc(C2=NN(C(=O)CSc3cn(C)c4ccccc34)C(c3ccc(OC)cc3)C2)cc1 (stereo unspecified)
 : 0.2	-0.1	-4.1	-8	2	-17	-21	/	-0.2
6	Cc1cc(NS(=O)(=O)c2ccccc2)n(-c2ccccc2)n1
 : -0.4	-8.0	-4.2	-2	7	-9	-4	-3	0.2
7	CC(C)Oc1ccc(C(CC(=O)O)NC(=O)Cc2ccccc2)cc1 (stereo unspecified)
 : -0.1	-1.8	-0.3	2	7	-11	14	-9	1.6
8	Cn1c(C(=O)N(Cc2ccccc2)Cc2ccccn2)cc2sccc21
 : 0.5	1.0	-2.6	9	6	-31	-8	-9	-1.8
9	COc1ccc(CN2CNc3nc4ccccc4n3C2)cc1
 : 1.3	-0.1	-4.3	-11	29	0	4	2	0.6
10	CC(C)(C)c1ccc(C(=O)N/C(=C\c2cccs2)C(=O)NCc2ccco2)cc1
 : 2.1	0.0	-3.3	-3	21	-21	5	-4	-2.3
11	CCC(C)C(=O)Nc1nccs1 (stereo unspecified)
 : 0.5	-2.1	-2.0	3	16	3	0	-6	-0.2
12	CS(=O)(=O)N1CCCC(C(=O)NCc2cccs2)C1 (stereo unspecified)
 : 0.1	-3.4	-4.3	-10	9	-2	0	-1	0.3
13	CCOC(=O)C1=C(C)C2C3C(=O)N(c4cc(C)ccc4C)C(=O)C3C1(C)C1C(=O)N(c3cc(C)ccc3C)C(=O)C21 (stereo unspecified)
 : -0.7	-0.5	-1.4	-2	8	-15	-6	-5	-2.3
14	CCNc1nc(-c2ccc(OC(F)F)cc2)c(C)s1
 : -1.6	-0.3	-0.8	6	-10	-4	18	1	-0.7
15	c1ccc(OCc2nnc3n2CCCCC3)cc1
 : 0.2	-1.2	1.6	-6	32	-2	-1	-3	0.3
16	Cc1ccc(C(=O)OCC(=O)Nc2sc3c(c2C#N)CCCCC3)cc1NC(=O)c1ccco1
 : 1.6	-1.8	-1.6	-7	3	1	13	-2	0.6
17	COc1ccc(NC(=O)CN2C(=O)COc3ccc(S(=O)(=O)N4CCCCC4)cc32)cc1OC
 : -0.5	-2.0	-5.1	10	1	-33	-6	3	-0.1
18	CCCc1nnc(NC(=O)c2nc(S(=O)(=O)Cc3ccc(C)cc3)ncc2Cl)s1
 : -0.5	-4.4	-7.4	13	8	-62	26	-7	-1.5
19	Cc1ccc(NC(=O)c2ccc(N3CCOCC3)c([N+](=O)[O-])c2)cc1S(=O)(=O)N1CCOCC1
 : 7.6	-3.3	-1.4	-5	7	-3	7	-3	17
20	CCOC(=O)N1CCN(C(=O)Cn2cnc3ccccc3c2=O)CC1
 : 0.3	-3.1	-3.1	-4	21	-2	3	-2	-0.8
21	O=C(Nc1sc2c(c1C(=O)O)CCCC2)c1ccccc1Cl
 : 1.0	-1.9	-3.0	-19	19	-20	33	-10	-1.2
22	COc1ccc(C(=O)N2CCCC(c3nc(-c4cccs4)no3)C2)cc1OC (stereo unspecified)
 : 1.4	-1.1	4.0	5	3	-32	8	-7	1.6
23	CCC(=O)Nc1ccc(NC(=O)c2ccccc2)nc1
 : 0.3	-3.4	-0.6	7	30	1	3	-7	0.0
24	COc1ccccc1/C=C/C=N/n1c(-c2ccc(Cl)cc2Cl)n[nH]c1=S
 : -0.6	-0.4	-3.8	1	-8	-31	22	4	-2.9
25	O=C(Nc1cccc(O)c1)C1CC(c2ccc(Cl)cc2)=NO1 (stereo unspecified)
 : 2.5	-0.1	-0.9	1	40	-5	-5	-9	1.9
26	CCN(CCO)c1ncnc2c1sc1nc(C(C)C)c3c(c12)CC(C)(C)OC3
 : 0.1	-3.6	-0.2	-19	37	-7	-1	0	0.5
27	CCn1cc(C(=O)O)c(=O)c2cc(F)c(N3CCN(C(=S)NC(=O)c4ccccc4Cl)CC3)cc21
 : 0.1	-2.1	-2.6	-7	27	-6	0	-7	0.1
28	O=C(NC(=S)Nc1ccc(S(=O)(=O)Nc2nccs2)cc1)c1cccc(F)c1
 : 3.1	-1.8	-2.4	-7	0	-7	2	0	0.7
29	COc1ccccc1-n1cnc2cc(C(=O)NCc3ccco3)ccc21
 : 1.9	-6.4	-1.5	3	-14	-13	7	-2	-0.6
30	O=C(NC1CCCCNC1=O)c1ccc(Cl)cc1 (stereo unspecified)
 : 0.3	-3.4	-0.9	-5	13	2	-7	-4	0.0

# The list goes on; the last 2 above are carried over.
# Each structure is followed by: V1aR counter	IMP-1 inhibitor	VIM-2 inh	GPR7 antagonist	PHOSPHO1 block	DNA FID counter	HCV NS3 hel inh	GalR3 antagonist	OXTR agonist
29	COc1ccccc1-n1cnc2cc(C(=O)NCc3ccco3)ccc21
 : 1.9	-6.4	-1.5	3	-14	-13	7	-2	-0.6
30	O=C(NC1CCCCNC1=O)c1ccc(Cl)cc1 (stereo unspecified)
 : 0.3	-3.4	-0.9	-5	13	2	-7	-4	0.0
31	COc1ccccc1CCNC(=O)CSc1nnc2ccc(-c3cccnc3)nn12
 : -0.8	-1.5	-4.0	-13	26	-14	7	0	1.2
32	O=C(NNc1cccc([N+](=O)[O-])c1)/C(=C\c1cccnc1)NC(=O)c1ccccc1
 : -0.1	-2.1	-2.3	-4	16	1	2	5	0.1
33	Oc1ccc2ccccc2c1C=NCc1cn2ccsc2n1
 : 0.7	-2.1	0.0	-3	13	8	8	-2	2.1
34	O=C(c1ccc(F)cc1)N1CCN(c2ccccn2)CC1
 : 0.3	-4.8	-0.7	-7	19	-6	2	-9	0.9
35	O=C(Nc1ccc(Br)cc1Br)C1CC(=O)N(Cc2ccccc2)C1 (stereo unspecified)
 : -0.4	-2.0	-0.5	-9	14	-34	-8	1	-0.6
36	O=C(c1ccc(N2CCC3(CC2)OCCO3)c([N+](=O)[O-])c1)N1CCOCC1
 : 1.0	-2.6	-4.0	-1	-25	4	-3	-5	0.2
37	O=C(COc1ccccc1)Nc1nonc1NC(=O)COc1ccccc1
 : 2.1	-3.5	-2.9	4	4	-12	-7	-2	2.0
38	Cc1cn2c(nc1=O)OC1CC2OC1CO (stereo unspecified)
 : -0.4	-1.8	-4.0	-3	37	2	0	7	1.2
39	CC1(C)CC(=O)c2cnc(N3CCc4ccccc4C3)nc2C1
 : 0.1	-2.9	-0.5	-14	-4	2	-2	-1	-0.9
40	C=CCNC(=O)N1CCC(c2nc3ccccc3s2)CC1
 : 0.8	-0.6	-1.4	-5	/	-12	-13	-9	0.2
41	Cc1cc(C)c(S(=O)(=O)NCCc2cc3ccc(C)c(C)c3[nH]c2=O)c(C)c1
 : 0.8	-0.8	0.7	-16	19	-33	-14	-4	1.2
42	COc1ccc(-n2nnnc2SCC(=O)Nc2nnc(C)s2)cc1OC
 : -1.2	-1.9	0.1	-4	7	-5	18	-1	0.0
43	CCOc1ccccc1Oc1c(C)oc2cc(OC(=O)N3CCOCC3)ccc2c1=O
 : 0.6	-1.5	-2.7	-12	2	-9	-4	1	0.4
44	COc1ccc(CNC(=O)CCC(=O)N2CC(C)Oc3ccccc32)cc1 (stereo unspecified)
 : 0.9	-3.5	-4.1	-2	-30	-32	-5	/	-1.3
45	CCC1CCCCN1CCCNC(=O)c1ccc2c(c1)NC(=O)CN2C (stereo unspecified)
 : 1.0	-2.7	1.8	1	44	-14	16	-1	0.6
46	CSCCC(NC(=O)c1ccc(Cl)cc1)C(=O)OCC(=O)Nc1ccc(C#N)cc1 (stereo unspecified)
 : -0.5	-1.0	-0.6	-7	-35	-1	-8	-5	-3.1
47	CN1C(=O)[C@H]2[C@@H](C3CC3)N3C(=O)CN(Cc4ccccn4)C(=O)[C@@]3(Cc3ccccc3)[C@H]2C1=O
 : -0.4	-3.1	-3.7	-10	-2	-11	10	-1	-0.6
48	COc1ccc(N2CCN(S(=O)(=O)CCNC(=O)C3CCCCC3)CC2)cc1
 : 3.9	-1.5	-2.4	-6	15	-42	-5	-1	3.3
49	COc1ccc(F)cc1S(=O)(=O)Nc1ccc(C)cc1
 : 0.5	-3.0	-4.3	-17	-1	-4	3	-4	-0.3
50	Oc1cccnc1CCc1ccccc1
 : -0.4	-3.3	-3.3	-6	24	9	-5	1	0.2
51	Cc1cccc(NC(=O)COc2ccc(-c3nn(C)c(=O)c4ccccc34)cc2)c1
 : 4.4	-2.3	16*	9	4	-41	0	-13	0.5
52	Cc1cc(NC(=O)c2ccc(C#N)cc2)n(-c2ccccn2)n1
 : -0.9	-5.3	-0.3	-2	-21	-2	19	-1	-1.2
53	COc1ccc(NC(=O)COC(C)=O)cc1OC
 : 0.7	-2.0	-0.9	-16	-20	1	0	-5	1.1
54	CCOC(=O)Nc1cccc(NC(=O)c2cc(OC)cc(OC)c2)c1
 : 0.8	3.5	0.1	-6	-1	-17	8	-3	-1.2
55	Cc1ccccc1NC(=O)c1sc(NC(=O)C2CC2)nc1C
 : -0.5	-1.0	1.3	7	29	-10	-20	-9	-0.8
56	COc1ccc(N2C(=NC(=O)C3CCCCC3)SC3CS(=O)(=O)CC32)c(OC)c1 (stereo unspecified)
 : 0.9	-2.3	-6.2	4	54	-42	2	1	0.9
57	CCCC(=O)N(CCN1CCOCC1)c1nc2c(OC)ccc(C)c2s1
 : 1.3	0.2	0.3	-13	22	-16	11	-7	0.3

# VIM-2 inh: entries above that show a hit.
cpd	compound	IMP-1 inhibitor	VIM-2 inh	GPR7 antagonist	PHOSPHO1 block	HCV NS3 hel inh	GalR3 antagonist
2	COC(=O)c1c(NC(=O)c2ccco2)sc(C(=O)N(C)C)c1C	0.9	12*	-13	-8	21	2
51	Cc1cccc(NC(=O)COc2ccc(-c3nn(C)c(=O)c4ccccc34)cc2)c1	-2.3	16*	9	4	0	-13

# Profiles, quoted from the list:
# CCC(C)C(=O)Nc1nccs1 (stereo unspecified) is entered as V1aR counter: 0.5; IMP-1 inhibitor: -2.1; VIM-2 inh: -2.0; GPR7 antagonist: 3; PHOSPHO1 block: 16; DNA FID counter: 3; HCV NS3 hel inh: 0; GalR3 antagonist: -6; OXTR agonist: -0.2
# CCCc1nnc(NC(=O)c2nc(S(=O)(=O)Cc3ccc(C)cc3)ncc2Cl)s1 is entered as V1aR counter: -0.5; IMP-1 inhibitor: -4.4; VIM-2 inh: -7.4; GPR7 antagonist: 13; PHOSPHO1 block: 8; DNA FID counter: -62; HCV NS3 hel inh: 26; GalR3 antagonist: -7; OXTR agonist: -1.5

# Values in list order from the entries so far.
# Nos. 37 to 40 in VIM-2 inh read -2.9, -4.0, -0.5, -1.4

# Assay outcomes deposited in PubChem by several laboratories.
